Bioassay records as filed in PubChem BioAssay.
DENV2 CPE = inhibitors of DENV2 cytopathic effect; CPE inhibition, % at 9.99 µM; DENV2-infected cells, cytopathic effect rescue, plate reader; 350,000 tested, 1.7% active; in the data active = CPE inhibition above about 20%, passing the limit was not always enough; inconclusive = no clear call, values can overlap the other calls; tested in BHK-21 cells;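 note: 0% = median of neutral control wells and 100% = median of positive control wells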
ERp5 block = ERp5 (human) disulfide isomerase inhibition. AID 651711. ERp5 insulin aggregation, absorbance 650 nm, 90 min. 350,000 tested, 0.05% active. inhibition, % at 9.99 µM. Q15084;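 active = mean replicate inhibition above about 25%, with every replicate also reaching it, limit read from the data, passing the limit was not always enough; inconclusive = only one of those two criteria met; inactive = neither criterion met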
Target sequence (Q15084 whole entry, looked up): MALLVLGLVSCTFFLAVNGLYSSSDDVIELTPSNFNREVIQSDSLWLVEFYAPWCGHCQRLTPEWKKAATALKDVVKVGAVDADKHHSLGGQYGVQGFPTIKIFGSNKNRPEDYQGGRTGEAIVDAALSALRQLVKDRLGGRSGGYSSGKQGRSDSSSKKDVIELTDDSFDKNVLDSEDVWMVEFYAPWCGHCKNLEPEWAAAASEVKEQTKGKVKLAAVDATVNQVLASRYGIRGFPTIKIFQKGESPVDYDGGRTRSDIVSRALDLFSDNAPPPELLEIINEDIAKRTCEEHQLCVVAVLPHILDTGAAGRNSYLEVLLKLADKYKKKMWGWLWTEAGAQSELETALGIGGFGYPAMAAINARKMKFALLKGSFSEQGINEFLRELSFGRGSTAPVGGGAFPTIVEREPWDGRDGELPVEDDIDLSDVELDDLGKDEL
EWS-Fli inh = EWS/Fli transcriptional activity inhibition; A673 NR0B1-luciferase reporter, viability-normalised; inhibition, % at 12.6 µM; 350,000 tested, 0.67% active; AID 651661;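 active = mean inhibition of at least 50% after viability correction, with every replicate also passing that limit; inconclusive = mean reaches 50% but only one of two replicates passes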;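 note: firefly luciferase signal divided by Alamar Blue viability fluorescence both relative to DMSO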
CFTR F508del cor = correctors of CFTR F508del function in bronchial epithelial cells; CFBE cells, YFP halide quenching; stimulated with forskolin plus potentiator P3; % fluorescence drop versus neutral controls; activity (quench increase), % at 7.58 µM; 350,000 tested, 0.36% active; AID 720511;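 active = mean added fluorescence quench of at least 8% versus neutral control, with both replicates also reaching 8%; inconclusive = only one of the mean or replicate conditions met; inactive = mean below 8% and not both replicates reaching 8%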;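 note: cells transiently co-express mutant CFTR-F508del with the halide-sensitive YFP; corrector assay measuring rescue of mutant channel to the surface after 24 h compound exposure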
PAX8 inh HTS = inhibitors of PAX8 transcriptional activity in RMG-I cells; RMG-I TPO-luciferase reporter, SteadyGlo, 24 h; inhibition, % at 12.6 µM; 360,000 tested, 1.2% active;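 active = mean replicate inhibition at least 60% with every replicate also reaching 60%; inconclusive = only one of the two criteria is met; inactive = mean below 60% and not all replicates reaching 60%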;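 note: luciferase light reporting Pax8 driven TPO promoter activity; plate controls were median of neutral control wells for no effect and mitoxantrone controls for full effect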
ARNT-TACC3 inh = ARNT/TACC3 interaction disruption. Q9Y6A5. AlphaScreen His-ARNT PAS-B/GST-TACC3 binding, luminescence; TACC3 fragment carries E629A point mutation. inhibition, % at 9.99 µM. 390,000 tested, 0.66% active. AID 623870;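 active = mean inhibition of replicates at least 50% and at least half of replicates each reaching 50%; inconclusive = half or more replicates reach 50% but mean below 50%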;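 note: 0% = complete ARNT plus TACC3 wells and 100% = ARNT alone without TACC3; many hits fall short of the cut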
XiGFP reactiv = reactivates the inactive X chromosome in mouse fibroblasts; AID 743238; XiGFP mouse fibroblasts, % GFP-positive cells imaging, 3 d; cells co-treated with 5-aza-dC sensitizer; scaled so ellipticine positive control = 100%; 360,000 tested, 0.055% active; activation, % at 7.58 µM;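 active = mean normalized replicate activation at least 10% and every replicate at or above 10%; inconclusive = only one of the two criteria met; inactive = mean below 10% and not all replicates reach 10%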;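 note: 0% = median of on-plate neutral control wells and 100% = ellipticine 6 µM median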
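System: XiGFP fibroblasts, SV40-immortalized. Medium: DMEM plus 5-aza-dC sensitizer. Doses: single point. Timing: 3 d treatment, 15 min room-temperature fixation. Control set: ellipticine 6 µM.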
GSIS activator = GLuc luminescence reporter in INS-1E cells, primary screen for activators of glucose-dependent secretion of insulin; 370,000 tested, 0.61% active; INS-1E GLuc reporter insulin secretion, 2-3 h; AID 743287; activation, % at 16.6 µM;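 active = lowest replicate activation of at least 40%, so every replicate reaches that level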;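 note: 0% = median of neutral control wells and 100% = median of IBMX positive control wells; some compounds called inactive have numbers as strong as hits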
The depositor's hits bear a star; ? = inconclusive; . = not tested or not shown; & = joins results of further samples.

item	SMILES	DENV2 CPE	ERp5 block	EWS-Fli inh	CFTR F508del cor	PAX8 inh HTS	ARNT-TACC3 inh	XiGFP reactiv	GSIS activator
1	C[C@H](CO)N1C[C@H](C)[C@H](CN(C)C(=O)Nc2cccc3ccccc23)Oc2ccc(NC(=O)Nc3ccc4c(c3)OCO4)cc2C1=O	6	2	4	-2.2	.	1	0.5	-2
2	Cc1ccc(S(=O)(=O)N2CC(CBr)=CCC2c2ccccc2)cc1 (stereo not drawn)	-3	-4	-23	-0.5	11	.	0.1	-1
3	CCNc1nc(C23CC4CC(CC(C4)C2)C3)cs1	7	-1	-9	.	-12	-4	0.0	6
4	O=C(CSc1nc(=O)n2ccccc2n1)N1CCC(Cc2ccccc2)CC1	2	2	6	1.7	5	0	-0.1	-19
5	Cc1ccc([C@@H]2CC(=O)[C@@H]3CN(S(=O)(=O)c4ccc(C)cc4)[C@H](c4cccc(Cl)c4)C[C@@H]3N2S(=O)(=O)c2ccc(Cl)cc2)cc1	-8	1	2	-3.2	1	.	0.2	-2
6	CCCNC(=O)Nc1ccc2c(c1)C(=O)N(C)[C@H]1CC[C@H](CC(=O)Nc3cccc(F)c3)O[C@@H]1CO2	-5	-7	3	1.1	18	-1	0.4	-3
7	Cc1noc(C)c1S(=O)(=O)N(C)C[C@@H]1OCCCC[C@H](C)Oc2ccc(NC(=O)NC3CCCCC3)cc2C(=O)N([C@H](C)CO)C[C@H]1C	?	0	4	-0.8	-17	-26	0.2	-22
8	C[C@@H]1CN([C@@H](C)CO)C(=O)c2cccc(NC(=O)C3CC3)c2O[C@@H]1CN(C)C(=O)Nc1ccccc1	-1	-7	-5	1.6	12	-2	0.3	18

Continuation.
item	SMILES	DENV2 CPE	ERp5 block	EWS-Fli inh	CFTR F508del cor	PAX8 inh HTS	ARNT-TACC3 inh	XiGFP reactiv	GSIS activator
9	C[n+]1ccccc1/C=C/c1ccc(F)c(F)c1	4	4	5	-1.8	1	-3	0.3	34
10	O=C(C[C@@H]1C=C[C@@H](NC(=O)C2CC2)[C@H](CO)O1)NCCCN1CCOCC1	20	-1	10	-3.7	-44	.	-0.1	-9
11	CN1/C(=C\C=Nc2cc(S(=O)(=O)N3CCOCC3)ccc2N2CCOCC2)C(C)(C)c2ccccc21	1	3	9	-3.5	8	-2	0.2	-28
12	CCS(=O)(=O)N1CC2(C1)[C@@H](c1ccccc1)[C@@H](CO)N2Cc1ccccn1	-2	-1	-3	0.8	-8	.	0.1	12
13	C[C@@H]1CN([C@H](C)CO)C(=O)CCCn2nncc2CO[C@H]1CN(C)S(=O)(=O)c1ccc(F)cc1	?	-18&1	6&1	-0.5&-1.7	-2&0	-15	-0.2&0.5	8
14	CCc1cc(CNC(=O)c2ccc(OC)c(OC3CCN(C(C)C)CC3)c2)on1	-2	2	-7	0.0	6	-16	0.6	0
15	O=c1[nH]cc(Cc2ccccc2)c(=O)[nH]1	-6	10	5	-1.1	-20	.	0.1	15
16	Cc1ccc(S(=O)(=O)N2CCCN(C(=O)c3ccc(-n4nccc4C)cc3)CC2)cc1	-5	-1	2	0.4	8	-5	0.0	-19

Going on with the list:
item	SMILES	DENV2 CPE	ERp5 block	EWS-Fli inh	CFTR F508del cor	PAX8 inh HTS	ARNT-TACC3 inh	XiGFP reactiv	GSIS activator
17	C[C@@H]1CN([C@H](C)CO)C(=O)c2cc(NS(=O)(=O)c3cn(C)cn3)ccc2O[C@@H](C)CCCCO[C@H]1CN(C)S(=O)(=O)c1ccc(Cl)cc1	-7	8	-7	2.2	0	-7	1.0	-6
18	C[C@H]1CN([C@@H](C)CO)C(=O)c2cccc(NC(=O)c3ccc(-c4nccs4)cc3)c2O[C@H]1CN(C)C(=O)Nc1ccc(F)cc1	.	-6	-3	0.0	-43	6	-1.1	-7
19	CN(C)CC(=O)N1CC(=O)N2[C@H](CO)[C@@H](c3ccc(/C=C/c4ccccc4)cc3)[C@H]2C1	12	3	1	0.8	-57	.	-0.1	22
20	COc1cc(C(=S)N2CCOCC2)ccc1OC(=O)c1cccc(C)c1	-2	4	4	1.1	16	-3	0.1	.
21	O=C(C[C@H]1CC[C@H]2[C@@H](COC[C@H](O)CN2Cc2ccccc2)O1)N1CCOCC1	0	-3	0	-4.0	-20	1	0.1	7
22	CC(CCc1ccccc1)NC(=O)C1CCCN(C(=O)c2cc3sccc3n2C)C1 (stereo not drawn)	0	4	13	1.0	.	6	.	-20
23	Cc1ccsc1C(=O)N(C)CC(=O)Nc1ccccc1Br	5	1	-8	-2.8	-11	-5	-0.1	9
24	Cc1noc(C)c1S(=O)(=O)Nc1ccc2c(c1)C(=O)N([C@H](C)CO)C[C@@H](C)[C@@H](CN(C)S(=O)(=O)c1cn(C)cn1)OCCCC[C@H](C)O2	-3	2	-11	-1.1	-2	-8	0.0	7

New compounds follow.
item	SMILES	DENV2 CPE	ERp5 block	EWS-Fli inh	CFTR F508del cor	PAX8 inh HTS	ARNT-TACC3 inh	XiGFP reactiv	GSIS activator
25	COc1cccc(S(=O)(=O)Nc2ccc3c(c2)[C@H]2C[C@@H](CC(=O)NCc4cccc(F)c4)O[C@@H](CO)[C@H]2O3)c1	-6	-4	2	0.2	6	17	0.2	-1
26	CCS(=O)(=O)Nc1ccc2c(c1)C(=O)N(C)[C@@H]1CC[C@H](CC(=O)NC)O[C@H]1CO2	-2	1	-2	-0.6	-9	-7	0.0	8
27	CCc1nnc(NC(=O)c2ccc(-c3ccccc3F)o2)s1	1	-4	-44	1.1	-34	2	0.0	6
28	COc1ccc(C[C@@H]2CCc3cnnn3COC[C@@H](c3ccccc3)NC2=O)cc1	-3	-1	1	.	8	.	0.0	-17
29	CNC[C@H]1OCCCC[C@H](C)Oc2ccc(NS(=O)(=O)c3c(C)noc3C)cc2C(=O)N([C@@H](C)CO)C[C@H]1C	-17	.	-8	0.9	-5	-13	-0.1	3
30	COc1cccc(CN(C(=O)c2ccc([N+](=O)[O-])cc2)C2CCS(=O)(=O)C2)c1 (stereo not drawn)	0	7	8	-1.8	-6	-9	0.1	27
31	O=c1[nH]c(/C=C2\C=Nc3ccccc32)c(O)n1Cc1ccccc1F	-9	0	63*	-4.4	55	-2	0.2	-10
32	CC(=O)Nc1nc(C(F)(F)F)cs1	.	-2	-5	1.4	42	-2	0.0	1

Next records follow:
item	SMILES	DENV2 CPE	ERp5 block	EWS-Fli inh	CFTR F508del cor	PAX8 inh HTS	ARNT-TACC3 inh	XiGFP reactiv	GSIS activator
33	O=C(NCc1ccccc1)C1CCN(C(=O)Cc2ccccc2)CC1	-10	2	-1	-1.5	-17	.	0.1	-11
34	C[C@@H]1C(c2ccccc2)=NN(c2ccccc2)[C@H]1C(=O)N1CCOC1=O	10	5	-5	3.3	4	-20	-0.1	-39
35	CCOc1cc(NC(=S)NCCCN(C)C)c(OCC)cc1NC(=O)C1CC1	0	3	1	-1.5	-5	2	0.0	.
36	CCNC(=O)C[C@@H]1CC[C@@H](NS(=O)(=O)c2ccc(C)cc2)[C@H](CO)O1	0	-3	-15	0.8	-2	13	0.0	-2
37	COc1ccc(C2C3=C(CC(C)(C)CC3=O)Oc3ncn4nc(-c5cccnc5)nc4c32)cc1 (stereo not drawn)	-4	2	3	-1.4	12	1	0.0	18
38	O=C(c1ccc(Cl)s1)N1CCN(S(=O)(=O)c2ccc(Cl)cc2)CC1	-6	-1	9	1.2	-10	.	0.2	.
39	COc1ccc2c3c(n(C)c2c1)[C@H](CO)N(C(=O)Nc1ccc(F)cc1)CC31CN(C(=O)c2ccc3c(c2)OCO3)C1	9	5	27	3.1	.	.	0.1	-9
40	C[C@H](CO)N1C[C@H](C)[C@@H](CN(C)Cc2ccc(Oc3ccccc3)cc2)Oc2c(NC(=O)C3CCCCC3)cccc2C1=O	3	1	-6	4.7	.	-1	0.0	-9

The list continues.
item	SMILES	DENV2 CPE	ERp5 block	EWS-Fli inh	CFTR F508del cor	PAX8 inh HTS	ARNT-TACC3 inh	XiGFP reactiv	GSIS activator
41	COC(=O)c1ccccc1NC(=O)C1CC(=O)N(c2ccc(OC)cc2)C1 (stereo not drawn)	2	1	6	5.9	7	-2	-0.2	6
42	C[C@@H]1CN([C@H](C)CO)C(=O)Cc2cc(NC(=O)CCN3CCOCC3)ccc2O[C@H]1CN(C)C(=O)Nc1cccc2ccccc12	-2	2	5	-1.2	.	0	-1.0	7
43	CCOC(=O)C1CCN(c2ncnc3cc(OC)c(OC)cc23)CC1	2	1	6	0.5	-18	-6	0.3	-46
44	O=C1C2C(c3ccccc3)(C(=O)N1c1ccc(Cl)cc1)C2(c1ccccc1)c1ccccc1 (stereo not drawn)	0	-2	12	-2.8	.	-3	0.0	9
45	O=C(N/N=C/c1cccc(Br)c1)C1CC(=O)N(c2ccccc2)C1 (stereo not drawn)	9	0	-6	1.7	-1	-7	0.4	-5
46	CC(=O)NC(c1ccc(F)c(F)c1)c1nc(-c2cccc(F)c2)cs1 (stereo not drawn)	-3	2	-4	0.3	3	.	0.3	14
47	Cc1c(C(=O)N2CCN(c3ncccn3)CC2)oc2ccc(Cl)cc12	4	3	-2	1.8	0	-3	0.0	-9
48	CS(=O)(=O)Oc1ccccc1/C=C1/N=C(c2ccc(F)cc2)OC1=O	.	-3	10	.	1	-30	-0.1	7

Additional compounds follow:
item	SMILES	DENV2 CPE	ERp5 block	EWS-Fli inh	CFTR F508del cor	PAX8 inh HTS	ARNT-TACC3 inh	XiGFP reactiv	GSIS activator
49	O=C(O)[C@@H]1C[C@@H](O)CN1	?	-1	-13	-1.1	-10	.	0.0	10
50	CCC(C)NC(=O)c1cn(CC)c2ccc(S(=O)(=O)N3CCCCC3)cc2c1=O (stereo not drawn)	10	5	.	-3.0	20	-2	0.0	15
51	O=C(Nc1cccnc1)c1cccc(S(=O)(=O)N2CCc3ccccc32)c1	1	2	13	-1.7	15	0	0.0	-24
52	O=c1[nH]c2ccccc2n1C1CCN(CCOc2ccccc2)CC1	-4	-7	-5	-2.5	-1	.	-0.1	-4
53	CC1Cc2ccccc2N1C(=O)CSc1nncn1C (stereo not drawn)	7	-5	-1	.	3	.	0.3	13
54	C[C@@H]1CCCCO[C@H](CN(C)CC2CC2)[C@H](C)CN([C@@H](C)CO)C(=O)c2cc(NC(=O)Nc3ccc4c(c3)OCO4)ccc2O1	8	0	.	-2.7	13	18	0.5	-8
55	O=C(C[C@H]1C[C@@H]2c3cc(NC(=O)C4CCOCC4)ccc3O[C@@H]2[C@@H](CO)O1)NCc1ccc2c(c1)OCO2	19	0	0	1.2	18	-4	0.3	18
56	CC(=O)C1=C(O)C(=O)N(c2ccc(O)cc2)C1c1ccccc1Cl (stereo not drawn)	?	-1	-5	2.1	-7	4	0.0	.
57	O=C(O)CC1=C(c2ccc(F)cc2)CCC1=O	3	-3	4	.	-214	-5	-0.2	12
58	CCN(CC)CCOC(=O)c1ccc(NC(=O)CCCN2C(=O)/C(=C/c3cccs3)SC2=S)cc1	-1	0	15	-2.2	.	.	0.0	.
